Screening results (PubChem BioAssay)
CTSL1 counter = cathepsin L1 inhibition, PFM18AAP counter-screen; recombinant F. hepatica cathepsin L1, Z-Leu-Arg-MCA fluorescence; inhibition, % at 5.96 µM; 0.49% of 300,000 active; AID 1906;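 active = inhibition above the mean of all tested compounds plus 3 SD, set per screening campaign, cut at about 17% in these data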;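 note: 0% = plate median of test compound wells and 100% = 1 µM Z-Phe-Ala-diazomethylketone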
PP1 counter = blocks human PP1-alpha phosphatase, a PP5 counter-screen. purified PP1alpha, OMFP fluorescence. inhibition, % at 6.7 µM. 0.9% of 320,000 active. AID 2235;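 active = inhibition above the mean inhibition of all tested compounds plus 3 SD, computed separately for each screening campaign, cut at about 15% in these data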
Target sequence (P62136 whole entry, looked up): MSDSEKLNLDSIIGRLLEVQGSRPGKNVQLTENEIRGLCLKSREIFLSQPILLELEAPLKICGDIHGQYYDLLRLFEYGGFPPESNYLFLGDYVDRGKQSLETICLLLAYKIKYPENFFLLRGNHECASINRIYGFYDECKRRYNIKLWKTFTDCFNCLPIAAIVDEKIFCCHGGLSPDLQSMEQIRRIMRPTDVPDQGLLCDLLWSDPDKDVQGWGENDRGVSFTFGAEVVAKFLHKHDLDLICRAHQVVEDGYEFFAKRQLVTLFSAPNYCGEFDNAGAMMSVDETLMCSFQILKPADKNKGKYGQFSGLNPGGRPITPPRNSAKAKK
PREPL inhibitor = inhibits the human prolyl oligopeptidase-like enzyme | Q4J6C6 | recombinant PREPL, fluorescence polarization activity-based probe | inhibition, % at 5.96 µM | 0.68% of 320,000 active; in the data active = inhibition above about 43%;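 note: 0% = enzyme with DMSO and 100% = wells lacking enzyme; many of its hits are not listed in these tables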
LYPLA2 inh = blocks human lysophospholipase 2, a PME1 counter-screen. O95372. recombinant LYPLA2, FP-Rh probe fluorescence polarization. inhibition, % at 5.9 µM. 0.38% of 320,000 active;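 active = inhibition above the screen-wide mean plus 3 SD, limit set per campaign, cut at about 26% in these data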;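 note: 0% = LYPLA2 with DMSO and 100% = wells lacking LYPLA2 enzyme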
Target sequence (O95372 whole entry, looked up): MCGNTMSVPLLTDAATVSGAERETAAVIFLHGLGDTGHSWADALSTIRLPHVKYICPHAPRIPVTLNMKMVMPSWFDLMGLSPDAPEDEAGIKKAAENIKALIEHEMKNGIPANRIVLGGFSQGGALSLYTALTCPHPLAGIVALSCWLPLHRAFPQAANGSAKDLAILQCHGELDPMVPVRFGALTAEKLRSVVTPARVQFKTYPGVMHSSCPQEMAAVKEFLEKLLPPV
PP5 primary = blocks human protein phosphatase 5 activity | P53041 | purified PP5c, OMFP substrate fluorescence | inhibition, % at 6.7 µM | 0.18% of 320,000 active | AID 1987;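 active = inhibition above the campaign's mean inhibition across all tested compounds plus 3 SD, cut at about 9.5% in these data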;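 note: 0% = DMSO only and 100% = 100 µM cantharidin control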
Target sequence (P53041 whole entry, looked up): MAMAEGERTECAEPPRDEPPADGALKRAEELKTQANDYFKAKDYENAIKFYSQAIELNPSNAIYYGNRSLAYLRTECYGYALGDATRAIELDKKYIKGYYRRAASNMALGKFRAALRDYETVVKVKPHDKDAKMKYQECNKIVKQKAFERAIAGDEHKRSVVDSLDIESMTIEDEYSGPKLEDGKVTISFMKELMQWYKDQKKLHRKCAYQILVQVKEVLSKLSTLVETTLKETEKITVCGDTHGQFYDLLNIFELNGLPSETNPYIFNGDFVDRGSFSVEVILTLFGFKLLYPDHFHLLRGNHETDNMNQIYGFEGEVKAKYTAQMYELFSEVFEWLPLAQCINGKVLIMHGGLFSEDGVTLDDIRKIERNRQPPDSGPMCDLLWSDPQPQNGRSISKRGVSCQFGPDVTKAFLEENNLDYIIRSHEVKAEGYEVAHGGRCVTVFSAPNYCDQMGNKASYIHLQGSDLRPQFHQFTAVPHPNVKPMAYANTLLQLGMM
JMJD2C inh = inhibitors of human GASC-1 (JMJD2C) demethylase | Q9H3R0 | GST-JMJD2C(1-420) H3K9me3 demethylation, DELFIA europium | inhibition, % at 2.35 µM | 0.069% of 330,000 active;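 active = more than half of a compound's replicate wells show inhibition beyond 50%, single wells judged on their own value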;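 note: signal counts dimethyl H3K9 product captured on neutravidin plate; 0% = median of DMSO wells and 100% = 0.3 times that DMSO median; strong numbers were not always called active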
core dimer inh = HCV core protein dimerization inhibition | TR-FRET GST/Flag-core106 dimerization, 1536-well | inhibition, % at 5 µM | AID 1899 | 0.33% of 300,000 active;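 active = inhibition above the mean of all tested compounds plus 3 SD, set per screening campaign, cut at about 45% in these data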
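System: GST/Flag-tagged HCV core106 proteins. Incubation: compound-protein-antibody incubation 4 h at 22.5 °C. Technique: HTRF with 340 nm excitation, 617/671 nm emission. Medium: KF-containing HEPES buffer, pH 7.45, DTT, CHAPS, BSA. Read-out: inhibition (%) from 671 over 617 nm ratio. Also added: Eu(K)-anti-GST 90 ng/mL plus XL665-anti-Flag 1 µg/mL.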
Efflux pump mplx = inhibitors of Candida antifungal efflux pumps expressed in yeast | inhibition, % at 10 µM | AID 485275 | 0.44% of 330,000 active | S. cerevisiae Candida pump triplex, Nile Red efflux;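 active = plate passing quality check with inhibition over a set limit, or well fluorescence over plate mean plus 4 SD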;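 note: Nile Red retained in pooled yeast measured as flow cytometry median fluorescence; 0% = buffer negative control and 100% = Enniatin B positive control; higher means more Nile Red kept so more efflux inhibition; some compounds called inactive have numbers as strong as hits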
TPT1 inh = C. albicans TPT1 enzyme inhibition | inhibition, % at 5 µM | recombinant caTPT1, FP RNA substrate dephosphorylation | AID 1962 | 0.81% of 300,000 active;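 active = inhibition above the mean of all tested compounds plus 3 SD, set per screening campaign, cut at about 24% in these data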;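 note: plate controls were DMSO alone for no effect and ferristatin control at 100 nM for full effect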
* = called active by the depositor; · = no result given.

no.	compound	CTSL1 counter	PP1 counter	PREPL inhibitor	LYPLA2 inh	PP5 primary	JMJD2C inh	core dimer inh	Efflux pump mplx	TPT1 inh
1	Cc1cc(=O)[nH]c(SCC(=O)NCC2CCCCC2)c1C#N	2	-1	5	0	-0.1	-6	2	0.0	0
2	CC(C)c1ccc(NC(=O)NC2CC3CCC(C2)N3Cc2cccs2)cc1 (stereo not given)	-5	3	11	6	-1.0	-11	-4	-0.1	-4
3	COc1ccc2c(c1OC)C(=O)N(c1cccc(C)c1)C2	-2	-2	-5	0	0.2	11	2	0.0	-1
4	COc1cc(CN2CCN(Cc3ccc(SC)cc3)CC2)cc(OC)c1O	-1	-1	-64	-5	2.6	-11	0	-0.1	0
5	Cc1cc(NC(=O)Nc2cccc(C(F)(F)F)c2)n(C)n1	0	-1	-3	6	2.4	2	3	0.0	1
6	C/C(=N/Nc1nc(C)c(C)s1)c1cccc([N+](=O)[O-])c1	90*	0	21	-2	0.3	-6	9	0.2	0
7	CC(NC(=O)COC(=O)COc1cccc2c1OC(C)(C)C2)c1ccccc1 (stereo not given)	2	-1	3	9	-0.4	0	0	0.3	0
8	CN(C)C(CNC(=O)c1cnc(Cl)c(Cl)c1)c1ccccc1 (stereo not given)	3	-1	6	2	-1.1	14	-1	0.8	-1
9	CCC(=O)Nc1ccc(C(=O)COC(=O)CCN2C(=O)C3CC=CCC3C2=O)cc1 (stereo not given)	-1	-5	-7	3	-0.9	0	10	0.0	5
10	CNC(=S)Nc1ccc(C)c(NC(=S)NC)c1	3	-3	25	4	-0.1	13	-2	-0.3	3
11	COc1ccc(NC(=O)Nc2cnccn2)c(OC)c1	1	-2	2	4	2.3	-3	-2	0.1	2
12	Cc1cccc(CN2C(=O)/C(=C\c3ccc(C(=O)NCCN4CCOCC4)cc3)Sc3ccccc32)c1	9	0	1	-23	2.1	-5	-12	-0.4	3

4 compounds already listed, ordered by heavy-atom count, low to high:
no.	compound	CTSL1 counter	PP1 counter	PREPL inhibitor	LYPLA2 inh	PP5 primary	JMJD2C inh	core dimer inh	Efflux pump mplx	TPT1 inh
11	COc1ccc(NC(=O)Nc2cnccn2)c(OC)c1	1	-2	2	4	2.3	-3	-2	0.1	2
5	Cc1cc(NC(=O)Nc2cccc(C(F)(F)F)c2)n(C)n1	0	-1	-3	6	2.4	2	3	0.0	1
4	COc1cc(CN2CCN(Cc3ccc(SC)cc3)CC2)cc(OC)c1O	-1	-1	-64	-5	2.6	-11	0	-0.1	0
12	Cc1cccc(CN2C(=O)/C(=C\c3ccc(C(=O)NCCN4CCOCC4)cc3)Sc3ccccc32)c1	9	0	1	-23	2.1	-5	-12	-0.4	3

The list goes on:
no.	compound	CTSL1 counter	PP1 counter	PREPL inhibitor	LYPLA2 inh	PP5 primary	JMJD2C inh	core dimer inh	Efflux pump mplx	TPT1 inh
13	CC(C)(C)NC(=O)CCCSc1nc2ccccc2s1	-7	-2	11	-1	2.3	-8	-3	0.4	3
14	Cc1cc(C)c(S(=O)(=O)N2CCN(C(=O)N3CCOCC3)CC2)c(C)c1	3	-1	8	7	0.2	2	-13	-0.2	-3
15	CCCCCCn1c(SCCN2CCOCC2)nc2c1c(=O)[nH]c(=O)n2C	-1	-1	8	-3	-1.3	9	-6	0.0	-2
16	O=C(CSC(=S)N1CCOCC1)Nc1nc(-c2ccccc2)c(-c2ccccc2)o1	2	18*	-2	-3	0.9	-4	16	0.0	-2
17	Cc1ccccc1C(=O)NC(=S)Nc1ccc(S(=O)(=O)N2CCN(C)CC2)cc1	-4	-2	6	3	2.0	2	-3	0.1	-1
18	O=C(Nc1ccc(F)cc1)Nc1cccc(Br)c1	2	3	5	-30	1.1	9	-4	0.1	-2
19	COc1ccc(CCNC(=O)c2ccc(N(C)S(=O)(=O)c3ccc(C)cc3)cc2)cc1OC	2	-1	-1	17	0.2	4	4	-0.1	-5
20	c1ccc(OCc2nc3ccccc3s2)cc1	3	-1	-18	4	2.6	7	-4	0.1	-1
21	CCOC(=O)C1CCN(C(=O)c2ccc(N3CCOCC3)c([N+](=O)[O-])c2)CC1	·	5	-3	-1	0.7	-5	·	0.0	·
22	Cc1cccc(OCCSc2nnc(-c3ccoc3C)n2C)c1	2	-3	7	4	0.0	3	4	0.0	-2
23	CCOC(=O)C1(Cc2cccc(Cl)c2)CCCN(C(=O)CCSC)C1 (stereo not given)	-5	2	-11	-6	1.2	0	4	0.2	5
24	Cc1noc(C)c1S(=O)(=O)N1CCC(C(=O)N2CCC(C)CC2)CC1	-3	1	8	7	0.0	0	-2	-0.2	-5

Single values from the results shown.
PREPL inhibitor result of O=C(Nc1ccc(F)cc1)Nc1cccc(Br)c1 → 5
LYPLA2 inh result of Cc1noc(C)c1S(=O)(=O)N1CCC(C(=O)N2CCC(C)CC2)CC1 → 7
PREPL inhibitor result of CCOC(=O)C1CCN(C(=O)c2ccc(N3CCOCC3)c([N+](=O)[O-])c2)CC1 → -3
JMJD2C inh result of CCOC(=O)C1(Cc2cccc(Cl)c2)CCCN(C(=O)CCSC)C1 (stereo not given) → 0
TPT1 inh result of Cc1ccccc1C(=O)NC(=S)Nc1ccc(S(=O)(=O)N2CCN(C)CC2)cc1 → -1
LYPLA2 inh result of c1ccc(OCc2nc3ccccc3s2)cc1 → 4

Continued:
no.	compound	CTSL1 counter	PP1 counter	PREPL inhibitor	LYPLA2 inh	PP5 primary	JMJD2C inh	core dimer inh	Efflux pump mplx	TPT1 inh
25	c1ccc(COCCCn2cc(-c3ccccc3)nn2)cc1	-7	2	-2	8	-0.6	3	-2	-0.2	-4
26	CC(C)(C)C(=O)O/N=C1\CCS(=O)(=O)c2sccc21	-6	-3	9	3	-1.2	17	-2	0.1	2
27	O=C(O)C1CCCCN1S(=O)(=O)c1ccc2ccccc2c1 (stereo not given)	-2	-3	-1	8	2.1	3	-2	-0.1	-2
28	Cc1nc2c(-c3ccccc3)c(C)nn2c(C)c1CCC(=O)O	2	-3	0	-6	-0.8	-4	-4	0.9	1
29	C=CCOC(=O)C1=C(C)N=C2SCCC(=O)N2C1c1cccs1 (stereo not given)	3	3	1	3	2.0	-11	3	-0.1	2
30	O=C(CSc1ncn[nH]1)Nc1ccc(OCc2ccccc2)cc1	-2	-1	2	2	1.6	2	2	0.0	0
31	Cc1ccc(-n2c(C)c([N+](=O)[O-])c3ccc(O)cc32)cc1	0	2	1	-3	-1.8	4	-1	-0.1	-6
32	CCOc1ccc(NC(=O)c2ccco2)cc1	0	-4	4	3	-2.7	8	-1	0.0	2
33	COc1ccc(N2CCN(C(=O)c3ccc4[nH]c(C)c(C)c4c3)CC2)cc1	2	0	16	16	1.8	-3	-1	0.4	0
34	COc1ccc(C2C(CC(=O)O)=C(Nc3ccccc3)C(=O)N2c2ccccc2)cc1 (stereo not given)	-1	2	-1	1	0.2	-2	8	0.0	0
35	CC(c1ccco1)N(C(=O)c1cccs1)c1ccccn1 (stereo not given)	2	0	1	0	2.5	3	-9	0.0	-1
36	Cc1cccc(C)c1NC(=S)Nc1ccc(Cl)c(Cl)c1	0	3	-3	3	-0.4	4	-3	-0.2	1

Entries by screen from above:
Compounds 28 to 33 in JMJD2C inh: -4, -11, 2, 4, 8, -3
Compounds 28 to 33 in CTSL1 counter: 2, 3, -2, 0, 0, 2

More structures follow:
no.	compound	CTSL1 counter	PP1 counter	PREPL inhibitor	LYPLA2 inh	PP5 primary	JMJD2C inh	core dimer inh	Efflux pump mplx	TPT1 inh
37	O=C(NCCCN1CCOCC1)C1(c2ccccc2)CCCC1	-2	-3	-3	-3	3.1	-4	-5	0.0	0
38	O=C(CN1CCN(c2cccc(C(F)(F)F)c2)CC1)N(C1CCCC1)C1CCS(=O)(=O)C1 (stereo not given)	·	-4	23	5	-1.2	8	·	-0.4	·
39	COC(=O)c1cc(C(=O)c2cc(F)ccc2O)cn2c(=O)c3c(C)c(C)sc3nc12	0	0	11	-4	-1.8	4	-1	0.1	5
40	COCCNC(=O)C(=O)Nc1ccc(Cl)cc1C	-1	-5	0	-3	-2.9	10	2	0.1	1
41	CCn1nnc(NC(=O)c2cccc(-c3cc4ccccc4oc3=O)c2)n1	-3	1	1	10	0.2	-8	-2	0.0	-4
42	CCOC(=O)c1[nH]c(C)c(C(=O)OCC(=O)NCc2ccc(Cl)cc2)c1C	·	10	-5	-15	0.8	1	·	-0.1	·
43	CC(=O)c1cc(F)c(N2CCN(CCC#N)CC2)cc1C	3	0	13	-2	-2.3	2	2	0.0	5
44	CCOc1cc(/C=N/NC(=O)c2ccccc2OCc2ccc(F)cc2)ccc1O	·	4	16	-6	2.9	0	·	-0.1	·
45	CCC(O)C1CCN(C(=O)c2cc(COc3ccc(F)cc3F)on2)CC1 (stereo not given)	6	-4	7	3	-0.1	3	8	0.0	-5
46	CCC(=O)N1CCn2c1nc1ccccc12	-1	-4	10	6	0.6	-16	-3	0.1	-1
47	N#Cc1ccc(-c2ccc(F)cc2)nc1Sc1ccccc1	0	0	-6	-4	-1.9	6	6	0.0	-2
48	CC(C)CN1CCC(=O)N([C@H](CSc2ccccc2)Cc2ccccc2)CC1	0	2	-16	-2	2.7	-6	-4	-0.1	2
49	C/C(=N\NC(=O)Cc1ccccc1[N+](=O)[O-])c1cccnc1	7	-1	18	3	1.3	3	-14	-0.1	-4
50	COc1ccc(-c2cc(C(=O)Nc3ccc(C(N)=O)cc3)c3ccccc3n2)cc1	2	4	-5	-44	5.7	-5	3	0.0	-2
51	CCN1CCN(CCNC(=O)CCc2c(C)c3c(C)nn(-c4ccccc4)c3n(C)c2=O)CC1	-4	-1	27	11	3.4	14	-4	0.0	-5
52	CCn1nnc(NC(=O)c2ccc(Br)o2)n1	-2	0	3	2	1.6	0	0	-1.1	-2
53	Cc1occc1-c1nnc(SCC(=O)c2ccc(F)cc2)o1	2	-1	17	5	3.4	-6	0	0.2	-2
54	C=CCOc1cccc(CNc2ccc3[nH]c(=O)[nH]c3c2)c1	-2	-2	5	8	0.9	-2	-9	0.1	0
55	O=C(Cn1cnc2c(cnn2-c2ccc(F)cc2)c1=O)N1CCN(c2ccccc2F)CC1	4	-1	16	-4	0.5	0	0	-0.1	2
56	CCCCNC(=O)c1onc(CSc2nc3ccccc3[nH]2)c1C(=O)NCCCC	2	0	2	0	1.5	14	2	-0.1	1
57	Cc1cc(NS(=O)(=O)c2ccc(NC(=O)CSc3nc4ncccc4[nH]3)cc2)nc(C)n1	1	0	-3	-4	-1.4	9	-9	-0.1	1
58	O=C1COc2ccccc2N1Cc1ccccc1Cl	0	0	-58	-8	0.4	4	0	0.1	1
59	OC(COCc1ccc2c(c1)OCO2)CN1CCN(Cc2ccccc2)CC1 (stereo not given)	-2	4	2	-4	-0.2	5	-1	0.2	-4
60	O=C(COC(=O)c1n[nH]c2ccccc12)NCCc1ccc(Cl)cc1	·	2	-17	-2	2.3	7	·	-0.2	·
61	CCN1CCN(C2=NC(=O)/C(=C/c3ccc(C)o3)S2)CC1	5	4	3	5	1.6	1	-6	0.5	-8
62	COc1cc(C(=O)Nc2cccc(C)n2)ccc1OCC(=O)N1CCOCC1	·	-6	0	-2	-0.6	·	·	0.3	·
63	CCCCOCCCNC(=O)C1CCCCC1	-1	2	2	-1	1.6	-3	1	0.0	-2
64	Cc1cccc(NC(=O)CSc2ccc3nnc(-c4cccnc4)n3n2)c1	-2	-4	-30	-3	1.7	14	9	-0.1	0

An excerpt, so the mix of outcomes need not match the whole.
